Source: PubChem BioAssay
Growth percent in the NCI-60 one-dose screen (48 h, 10 µM unless noted): 100 = growth as untreated, 0 = no growth, -100 = all killed.
UO-31: UO-31 renal cancer | actives 5.2% (n = 81,000) | AID 1794768
786-0: 786-0 renal cancer cells. actives 5.1% (n = 81,000)
ACHN: ACHN renal cancer; actives 4.9% (n = 81,000)
PC-3: PC-3 prostate cancer cells. actives 3.9% (n = 80,000). AID 1794754
A498: A498 renal cancer cells. actives 5.4% (n = 76,000). AID 1794774
SN12C: SN12C renal cancer cells; actives 3.8% (n = 81,000)
RXF 393: RXF 393 renal cancer cells. actives 6.9% (n = 77,000). AID 1794773
TK-10: TK-10 renal cancer cells. actives 3.9% (n = 81,000). AID 1794769
CAKI-1: CAKI-1 renal cancer; actives 4.7% (n = 75,000); AID 1794772
Starred values were filed as active, the others as inactive; x = no result given; & = joins results of further samples; ! = not confirmed by another sample; [ ] = dose if it differs, or a comment. How the source made its calls: active means growth percent below 10; inactive means the rest. The order is random; about 11% have a hit in one of these screens.

SMILES	UO-31	786-0	ACHN	PC-3	A498	SN12C	RXF 393	TK-10	CAKI-1
CN(C)CC1C(=O)O[C@H]2[C@H]1CC/C(COC(=O)NCc1ccc(Cn3c(=O)sn(CCCI)c3=O)cc1)=C\CC[C@@]1(C)O[C@@H]21 (some centres not stated)	1.4*	-73*	-49*	66	105	19	-87*	-63*	-64*
O=C(CSc1nc2ccccc2c(=O)n1CCc1ccccc1)Nc1ccc(Cl)cc1	72	88	58	70	94	87	x	82	79
Cc1ccc(C2=NN3C(C2)c2ccccc2OC3c2ccccc2)o1 (configuration not stated)	81	106	107	x	98	93	108	116	90
Cc1ccc(-c2cc(Cc3cccs3)c(=O)n(Cn3cncn3)n2)cc1	96	97	99	x	80	97	111	106	101
c1ccc(-c2cn(-c3nc(N4CCOCC4)c4ccccc4n3)nn2)cc1	58	69	86	78	43	89	71	65	x
C=CCOc1ccn(C)c(=O)n1	89	98	100	x	92	99	97	102	116
CC(C)(C)c1cc(O)cc(C(=O)O)c1O	88	98	111	106	58	103	117	99	110
CN(NC(=O)C(=O)NCc1ccco1)C(=O)Nc1ccccc1	84	99	98	92	93	101	109	100	95
COc1ccc(S(=O)(=O)N2C(=O)N(S(=O)(=O)c3ccc(OC)cc3OC)[C@H](OC)[C@H]2OC)c(OC)c1	77	97	98	84	101	97	125	105	83
N#Cc1c(-c2ccc(F)cc2)nc(SCc2nc3ccccc3[nH]2)nc1N1CCNCC1	73	101	104	94	108	91	102	94	111
O=S(=O)(Nc1nc2ccccc2[nH]1)c1ccc(F)cc1	70	93	93	97	94	96	104	98	83
O=C(CC(C(=O)c1ccccc1)N1CCN(Cc2ccccc2)CC1)c1ccccc1 (configuration not stated)	80	96	42	94	75	99	95	97	73
COc1ccc(C2=NN(C(=O)c3cc(OC)c(OC)c(OC)c3)C(c3ccc(C#N)cc3)C2)cc1OC (configuration not stated)	18	25	45	31	x	54	-17*	32	5.5*
CC1CCCN(CCC(=O)c2ccccc2)C1 (configuration not stated)	99	114	100	98	x	101	116	108	94
CN1CCN(S(=O)(=O)c2ccc(NC(=O)C(Cl)Cl)cc2)CC1	91	105	111	105	104	99	109	100	101
COc1ccc2c(c1)sc1nc(-c3ccccc3)c(-c3cccnc3)n12	95	97	98	89	58	98	103	116	81
COc1cc2oc(-c3cccc(NC(=O)c4cccc(Br)c4)c3)cc(=O)c2c(O)c1OC	90	90	93	73	90	89	104	92	93
Cc1nn2c(=O)[nH]cnc2c1Cl	96	109	98	101	88	109	104	98	95
O=C1C=CC(=O)N1c1ccc(F)cc1	92	104	101	95	102	107	112	x	100
O=C(c1ccccc1)C(Br)[N+](=O)[O-] (configuration not stated)	81	106	87	89	101	103	117	106	93
CSC(=O)NCCNC(=O)SC	82	111	99	91	107	116	129	109	x
Cc1ccc(S(=O)(=O)c2nc(-c3ccccc3)oc2SCC(N)=O)cc1	85	95	100	86	80	106	99	86	87
Nc1nc2c(c(-c3nc(N)nc4c3Cc3ccccc3-4)n1)Cc1ccccc1-2	x	111	93	91	142	99	116	166	85
Cc1cnc([C@]23CC[C@@H](C)[C@H](C)[C@H]2C2=CC[C@@H]4[C@@]5(C)Cc6c([nH]c7ccccc67)C(C)(C)[C@@H]5CC[C@@]4(C)[C@]2(C)CC3)o1	39[100 µM]	27[100 µM]	43[100 µM]	55[100 µM]	92[100 µM]	37[100 µM]	101[100 µM]	64[100 µM]	50[100 µM]
CCN(CC)c1ccc(/C=N/Nc2nc(-c3ccc(Cl)cc3)cs2)c(O)c1	87	94	102	84	114	98	119	87	85
Cc1ccc2nc(SCC(=O)Nc3ccc(-c4nc5ccccc5s4)c(Cl)c3)[nH]c2c1	95	98	106	107	105	107	99	109	105
Cc1[nH]c(C(=O)Nc2ccc(C(N)=O)cc2N2CCOC(C)C2)c(Cl)c1Cl (configuration not stated)	83	93	88	97	72	96	102	100	98
CC(=O)c1c(/C=C/c2cccc(C)c2)c2ccccc2[nH]c1=O	68	99	100	87	78	93	95	100	76
Nc1ncnc(Nc2cccc(F)c2)n1	96	97	107	101	82	89	106	106	97
Cc1ccc(S(=O)(=O)N/N=C/c2cn(-c3ccc(C(F)(F)F)cc3)nc2-c2ccc(C(=O)O)cc2)cc1	101	104	99	94	77	103	115	110	100
Cn1cc(-c2ccc3c(c2)ncn3-c2ccc(CC(=O)Nc3cc(C(C)(C)C)on3)cc2)cn1	3.9*	18	6.2*	44	-47*	13	-25*	-8.5*	x
OC(COc1ccc(Cl)cc1)CN1CCN(c2cccc(Cl)c2)CC1 (configuration not stated)	86	94	99	83	89	91	107	104	93
NS(=O)(=O)c1ccc(C(=O)N=Nc2c(O)[nH]c3c(F)cccc23)cc1	76	103	97	95	104	97	97	107	93
CCCCN(CCCC)CCC(=O)c1ccc(OC)c2ccccc12	58	65	92	85	107	95	x	98	52
Brc1cc(Br)c(/C=C/c2c(Br)cc(Br)cc2Br)c(Br)c1	67	104	96	95	106	104	126	120	107
O=C(c1ccccc1)c1c(/C=C/c2ccc(Cl)cc2)nc2ccccc2c1/C=C/c1ccc(Br)cc1	71	99	94	96	87	92	104	113	86
CCCCCCCCCCCCCCNc1nc(Cl)ncc1-c1ccc(C(F)(F)F)cc1	84	102	103	92	102	108	101	97	99
CCOC(=O)CSc1ncnc2c1c(-c1ccccc1)cn2C1CCCCC1	62	99	93	83	113	101	98	105	79
CC(C)CCCCCOC(=O)c1ccccc1SSc1ccccc1C(=O)OCCCCCC(C)C	70	104	103	89	100	105	120	136	97
CC(=O)Oc1ccc2ccc3ccc(C(C)=O)cc3c2c1	78	102	82	64	88	87	87	98	88
O=C(O)c1cccnc1	87&95&86	103&117&115	104&99&103	94&90&88	89&107&94	100&93&105	91&122	97&111&114	103&96&115
CN(O)c1nc(N(C)O)nc(N2CCOCC2)n1	13	21	17	59	90	54	x	16	-11*
CCC1Cc2ccc(OCCN(C)C)cc2C1=O (configuration not stated)	97	93	101	89	112	99	120	101	x
CCOC(=O)C1=NN(c2ccccc2)C(=O)C1N=Nc1ccc(NS(=O)(=O)c2nccs2)cc1 (configuration not stated)	88	107	98	101	85	98	95	119	103
S=C(Nc1ccccc1)N(/N=C/C=C/c1ccccc1)c1nnc(-c2ccccc2)c(-c2ccccc2)n1	79	93	96	88	80	94	106	137	96

Quoted from the listing:
UO-31 with Cn1cc(-c2ccc3c(c2)ncn3-c2ccc(CC(=O)Nc3cc(C(C)(C)C)on3)cc2)cn1 stands at 3.9*
PC-3 with CC(=O)Oc1ccc2ccc3ccc(C(C)=O)cc3c2c1 stands at 64

More entries.
SMILES	UO-31	786-0	ACHN	PC-3	A498	SN12C	RXF 393	TK-10	CAKI-1
CN(C)c1ccc(C(=N)c2ccc(N(C)C)cc2)cc1	38&50	40&47	50&51	47&66	-1.9*!	42&41	40&50	67&37	19&31
O=C(O)CCCCCCCCCCNC(=O)Nc1cccc(C(F)(F)F)c1	83	96	86	76	106	98	x	106	77
CCC(=O)OC1CCC2C3CCC(=O)OC3C(C)(CCC(=O)O)CC12C (configuration not stated)	47	-42*	44	31	-72*	56	x	47	-4.1*
COC(=O)c1c[nH]c2cc(OC(C)C)c(OC(C)C)cc2c1=O	84	110	100	93	103	108	95	113	97
COC(OC)C1=C(C)OC(N)=C(C#N)C12C(=O)Nc1ccccc12 (configuration not stated)	70	113	85	93	125	93	109	161	108
O=CN(Cc1nc2ccccc2[nH]1)c1ccc(C(=O)O)cc1	94	110	106	103	100	106	104	115	91
COc1cc(CNC(=O)/C=C/c2ccc3c(c2)OCO3)ccc1O	80	89	97	97	95	96	83	118	85
O=C(COc1ccc(NC(=O)Nc2ccc(Cl)cc2)cc1)N/N=C/c1ccccc1	-14*	-82*	-77*	-73*	-94*	x	-85*	-78*	-90*
O=C(Nc1ccccc1)OCC1COC(c2ccccc2)(c2ccccc2)O1 (configuration not stated)	81	104	98	92	92	100	116	104	107
O=[N+]([O-])c1cccc2c(Br)cccc12	102	103	107	101	47	99	111	110	96
COc1ccc(/C=N/NC(=O)c2ccc(Br)o2)cc1	26	96	103	128	114	113	106	141	104
COC(=O)c1ccc(CSc2nc(=O)n(Cc3ccc(F)cc3)c(=O)[nH]2)cc1	81	94	96	105	88	104	x	x	90
Cc1cccc(-n2c(C)nc3ccc(NC(=O)NCCCl)cc3c2=O)c1	94	94	111	94	x	107	102	100	98
CC(C)C[C@@H]1NC(=O)[C@H](Cc2c[nH]c3ccccc23)NC(=O)[C@H](CO)NC(=O)[C@H](CCCNC(=N)N)NC(=O)[C@H](CC(C)C)NC(=O)[C@H](CCCNC(=N)N)NC(=O)[C@H](Cc2ccc(O)cc2)NC(=O)[C@H](Cc2ccc(O)cc2)NC(=O)[C@H](CO)NC(=O)[C@@H]2CCCN2C(=O)CNC(=O)[C@H](CC(N)=O)NC(=O)[C@@H](Cc2ccc(O)cc2)NC(=O)CSC[C@@H](C(N)=O)NC(=O)[C@H](CO)NC(=O)[C@H](CO)NC1=O	90	97	111	108	99	117	106	96	96
COc1cc(C2CC(c3cc(OC)c(OC)c(OC)c3)=NN2c2ccccc2)ccc1OCc1ccccc1 (configuration not stated)	87	106	106	96	115	102	114	120	87

Rewritten with two lines to a compound: 4 of the compounds above
Screens in order: UO-31 | 786-0 | ACHN | PC-3 | A498 | SN12C | RXF 393 | TK-10 | CAKI-1
> COc1cc(CNC(=O)/C=C/c2ccc3c(c2)OCO3)ccc1O
    80 | 89 | 97 | 97 | 95 | 96 | 83 | 118 | 85
> O=C(COc1ccc(NC(=O)Nc2ccc(Cl)cc2)cc1)N/N=C/c1ccccc1
    -14* | -82* | -77* | -73* | -94* | x | -85* | -78* | -90*
> O=C(Nc1ccccc1)OCC1COC(c2ccccc2)(c2ccccc2)O1 (configuration not stated)
    81 | 104 | 98 | 92 | 92 | 100 | 116 | 104 | 107
> O=[N+]([O-])c1cccc2c(Br)cccc12
    102 | 103 | 107 | 101 | 47 | 99 | 111 | 110 | 96

(cont.)
SMILES	UO-31	786-0	ACHN	PC-3	A498	SN12C	RXF 393	TK-10	CAKI-1
CN(CC(=O)C(C(N)=O)c1ccccc1)c1ccccc1 (configuration not stated)	68	97	106	105	98	101	130	105	94
CC(=O)/C(N=Nc1cccc2c1C(=O)c1ccccc1C2=O)=C(\C)O	102	96	104	95	x	106	107	107	96
Cc1ccccc1Nc1nc2nonc2nc1Nc1cccc(C)c1C	51	66	53	42	x	44	x	56	49
Cn1c(=O)c2[nH]c(SC/C(=N/O)c3ccccc3)nc2n(C)c1=O	97	99	109	95	86	94	109	100	98
FC(F)(F)c1cc(-c2nnc3n2N=C(N2CCCC2)CS3)cc(C(F)(F)F)c1	49	x	47	84	11	69	x	-22*	88
N=C(N)c1ccc(C(=O)NCc2cccnc2)cc1	98	99	108	43	126	38	116	104	x
Cc1cccc(-n2c(C)nc3ccc(N4CCNC4=O)cc3c2=O)c1	81	96	105	99	87	107	106	86	93

A portion of the results above, for reference:
SMILES	UO-31	786-0	ACHN	PC-3	A498	SN12C	RXF 393	TK-10	CAKI-1
CN(CC(=O)C(C(N)=O)c1ccccc1)c1ccccc1 (configuration not stated)	68	97	106	105	98	101	130	105	94
CC(=O)/C(N=Nc1cccc2c1C(=O)c1ccccc1C2=O)=C(\C)O	102	96	104	95	x	106	107	107	96

Retrieved by compound from above, six records:
SMILES	UO-31	786-0	ACHN	PC-3	A498	SN12C	RXF 393	TK-10	CAKI-1
CCCCCCCCCCCCCCNc1nc(Cl)ncc1-c1ccc(C(F)(F)F)cc1	84	102	103	92	102	108	101	97	99
COc1cc(C2CC(c3cc(OC)c(OC)c(OC)c3)=NN2c2ccccc2)ccc1OCc1ccccc1 (configuration not stated)	87	106	106	96	115	102	114	120	87
Cc1cccc(-n2c(C)nc3ccc(N4CCNC4=O)cc3c2=O)c1	81	96	105	99	87	107	106	86	93
CCOC(=O)CSc1ncnc2c1c(-c1ccccc1)cn2C1CCCCC1	62	99	93	83	113	101	98	105	79
Cc1ccc(S(=O)(=O)N/N=C/c2cn(-c3ccc(C(F)(F)F)cc3)nc2-c2ccc(C(=O)O)cc2)cc1	101	104	99	94	77	103	115	110	100
COC(=O)c1c[nH]c2cc(OC(C)C)c(OC(C)C)cc2c1=O	84	110	100	93	103	108	95	113	97
